CFTR F508del cor – F508del CFTR correction, initial screen, CFBE line, single point | CFBE cells, YFP halide quenching; stimulated with forskolin plus potentiator P3; % fluorescence drop versus neutral controls | activity (quench increase), % at 7.58 µM | 350,000 compounds, 0.36% hits | AID 720511, 2013;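 active = mean added fluorescence quench of at least 8% versus neutral control, with both replicates also reaching 8%; inconclusive = only one of the mean or replicate conditions met; inactive = mean below 8% and not both replicates reaching 8%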;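 also: cells transiently co-express mutant CFTR-F508del with the halide-sensitive YFP; corrector assay measuring rescue of mutant channel to the surface after 24 h compound exposure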
PGC1a acetyl inh – inhibitors of PGC1a acetylation signal, primary screen, cell-based, U2OS, AlphaScreen, inhibitor mode | AlphaScreen anti-acetyl-lysine; with virally co-expressed GCN5 acetyltransferase | 350,000 compounds, 0.17% hits | inhibition, % at 15.6 µM | AID 651687, 2012;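 active = every replicate shows inhibition of at least 40%; inconclusive = mean inhibition at least 40% but some replicate below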;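 also: 0% = neutral control wells and 100% = positive control wells; some results beyond the cut were filed as inactive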
Cneo AK release – Cryptococcus neoformans cell lysis inducers, primary screen, AK release luminescence, single concentration | 360,000 compounds, 0.2% hits | AID 651654, 2012 | C. neoformans lysis, adenylate kinase release luminescence, 4 h; normalised: neutral wells 0, clomiphene wells 100 | lysis activity, % at 15 µM;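 active = mean lysis activity across replicates of at least 80%, whatever share of replicates individually reach that level; inactive = mean lysis activity below 80%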
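Material – log-phase Cryptococcus neoformans yeast cells · Input – 5 × 10^6 yeast cells/mL · Medium – fresh YPD growth medium · Doses – single compound concentration per well · Timing – static 4 h at 37 °C with compound, 1 h detection · Detection – adenylate kinase release luminescence · Read-out – signal increase indicating cell lysis · Control set – Clomiphene as positive lysis control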
C2C12 statin – suppressors of statin myotoxicity in C2C12 myotubes, primary screen, cell-based, single point, plate reader; C2C12 myotubes + simvastatin, ATP luminescence, 48 h; scaled: DMSO 0, geranylgeraniol control 100; rescue of ATP level, % at 7.49 µM; 330,000 compounds, 0.78% hits; AID 602340, 2012;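 active = mean ATP rescue above about 67%, or every replicate alone reaching that limit, limit read from the data, passing the limit was not always enough; inconclusive = no clear call, values can overlap the other calls; inactive = mean under the limit and some replicate under it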;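 also: myotubes were challenged with 10 µM simvastatin during compound exposure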
PglD inh – C. jejuni PglD acetyltransferase inhibitors, primary screen, biochemical, DTNB colorimetric, single point; AID 602405, 2012; purified PglD enzyme, DTNB colorimetric CoA detection; 360,000 compounds, 0.098% hits; UDP-N-acetylbacillosamine N-acetyltransferase PglD (Campylobacter jejuni); inhibition, % at 12.5 µM; in the data active = inhibition above about 16%, passing the limit was not always enough; inconclusive = no clear call, values can overlap the other calls; also: strong numbers were not always called active
miR-122 sensor – miR-122 Renilla sensor signal increase in Huh7, primary screen, miR-122 inhibitor project, cell-based, single point, plate reader; AID 602342, 2012; Huh7 miR-122 Renilla luciferase sensor, 48 h; neutral wells = 0, positive control = 100; 340,000 compounds, 0.3% hits; activation (reporter increase), % at 12.5 µM;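 active = mean replicate activation score at least 90 and every replicate individually at or above 90; inconclusive = only one of the two criteria met; inactive = neither criterion met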;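 also: higher luciferase means less miR-122 activity so hits act as miR-122 inhibitors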
GSIS activator – GLuc luminescence reporter in INS-1E cells, primary screen for activators of glucose-dependent secretion of insulin; INS-1E GLuc reporter insulin secretion, 2-3 h; 370,000 compounds, 0.61% hits; activation, % at 16.6 µM; AID 743287, 2014;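 active = lowest replicate activation of at least 40%, so every replicate reaches that level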;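 also: 0% = median of neutral control wells and 100% = median of IBMX positive control wells; some compounds called inactive have numbers as strong as hits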
FN deposit inh – inhibitors of fibronectin matrix deposition, primary screen, AH1F cells, Alexa488-fibronectin fluorescence, plate reader; AH1F fibroblasts, overnight; inhibition, % at 12.6 µM; 350,000 compounds, 0.086% hits;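 active = mean inhibition across replicates of 30% or more, regardless of how many single replicates reach that level; inconclusive = mean under 30% yet at least half of replicates reach 30%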;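 also: positive control wells lacked labelled fibronectin entirely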
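Material: AH1F fibroblast monolayer depositing Alexa488-labelled fibronectin into matrix / Amount: 10000 AH1F cells per well / Signal: fluorescence 485/525 nm / Medium: DMEM, 2% serum / Compound: single dose, pinned / Incubation: 1 h cell adhesion before compound, then overnight fibronectin incubation / Reagent: Alexa488-FN, 24 nM final / Read-out: inhibition of fibronectin deposition signal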
* = called active by the depositor; & = joins results of further samples; [ ] = another dose, or the depositor's remark.

Results for O=C(Nc1nnc(C2=COCCO2)o1)c1ccc([N+](=O)[O-])cc1 ?
CFTR F508del cor: 1.8; PGC1a acetyl inh: 1; Cneo AK release: -1; PglD inh: 7; miR-122 sensor: -1; GSIS activator: 9; FN deposit inh: 8

How did COc1cc(CN2CCC(Cc3ccccc3)CC2)c([N+](=O)[O-])cc1OC do in these assays?
CFTR F508del cor: 0.6; PGC1a acetyl inh: 4; Cneo AK release: 1; C2C12 statin: -1; PglD inh: 0; miR-122 sensor: 3; GSIS activator: -2; FN deposit inh: -2

What do the screens show for `COc1ccc(N(CC(=O)NC2CCS(=O)(=O)C2)S(=O)(=O)c2cc(C)ccc2C)cc1` (stereo unspecified)?
CFTR F508del cor: -4.0; Cneo AK release: -1; C2C12 statin: 0; PglD inh: -1; miR-122 sensor: 2; FN deposit inh: -4

Results for CC(C)NC(=O)N(C)C[C@@H]1Oc2cc(-c3ccccc3F)ccc2S(=O)(=O)N([C@H](C)CO)C[C@H]1C ?
CFTR F508del cor: 0.6; PGC1a acetyl inh: 4; Cneo AK release: 2; C2C12 statin: 7; PglD inh: 1; miR-122 sensor: -3[16.7 µM]; GSIS activator: -7; FN deposit inh: 1

Results for CCN=C1SC(C(=O)Nc2ccc(Cl)c(Cl)c2)CC(=O)N1CC (stereo unspecified) ?
PGC1a acetyl inh: -17; Cneo AK release: 0; C2C12 statin: 4; PglD inh: 4; miR-122 sensor: 4; FN deposit inh: -9

What do the screens show for `Cc1ccc(CCC(=O)Nc2ccc(Br)cc2)o1`?
CFTR F508del cor: 0.3; PGC1a acetyl inh: 2; Cneo AK release: -1; C2C12 statin: -34; PglD inh: 9; miR-122 sensor: 1; GSIS activator: -7; FN deposit inh: 0

Results for CS(=O)(=O)Nc1ccc(-c2cn3cccnc3n2)cc1 ?
CFTR F508del cor: -2.9; PGC1a acetyl inh: -6; Cneo AK release: 4; C2C12 statin: 3; PglD inh: 5; miR-122 sensor: 2; GSIS activator: 12; FN deposit inh: -11

How did COc1ccc(CN(C)C[C@H]2Oc3c(NS(=O)(=O)c4cccs4)cccc3C(=O)N([C@@H](C)CO)C[C@H]2C)cc1 do in these assays?
CFTR F508del cor: 0.5; PGC1a acetyl inh: -2; Cneo AK release: 4; PglD inh: 3; miR-122 sensor: 2[16.7 µM]; GSIS activator: 3; FN deposit inh: -5

How did CCc1ccc(NC(=O)Cn2c3[n+](c4c(F)c(F)ccc42)CCCCC3)cc1 do in these assays?
CFTR F508del cor: 1.1; PGC1a acetyl inh: -6; miR-122 sensor: 6; GSIS activator: -5; FN deposit inh: 8

What do the screens show for `COc1ccc(NC(=O)CSc2nnc(Cn3cnc([N+](=O)[O-])n3)n2C)cc1`?
Cneo AK release: 2; PglD inh: -4; GSIS activator: 0; FN deposit inh: -7

How did COc1ccccc1CNC(=O)CNCC1CCCO1 (stereo unspecified) do in these assays?
PGC1a acetyl inh: 6; Cneo AK release: 0; C2C12 statin: 2; PglD inh: 2; miR-122 sensor: -7; GSIS activator: 20; FN deposit inh: -7

Results for O=C(NCN1CCOCC1)c1cnccn1 ?
CFTR F508del cor: 1.8; Cneo AK release: 3; C2C12 statin: 0; PglD inh: -4; miR-122 sensor: -6; GSIS activator: 9; FN deposit inh: 4

How did COc1ccccc1NC(=O)N[C@H]1C=C[C@H](CC(=O)NCc2ccc(Cl)c(Cl)c2)O[C@@H]1CO do in these assays?
CFTR F508del cor: -1.0; PGC1a acetyl inh: -8; Cneo AK release: -1; C2C12 statin: 38; PglD inh: 3; miR-122 sensor: -2[16.7 µM]; GSIS activator: 4; FN deposit inh: -8

How did O=C(Nc1ccc2c(c1)OCO2)N[C@H]1CC[C@H](CCNC(=O)C2CCCCC2)O[C@H]1CO do in these assays?
CFTR F508del cor: -3.8; PGC1a acetyl inh: 10; Cneo AK release: 1; C2C12 statin: 6; PglD inh: 4; GSIS activator: 0

What do the screens show for `NC(=O)CC(NC(=O)Cc1cccc2ccccc12)c1ccc(NC2CCCCC2)c([N+](=O)[O-])c1` (stereo unspecified)?
CFTR F508del cor: 4.7; PGC1a acetyl inh: 4; Cneo AK release: 0; C2C12 statin: 7; PglD inh: 0; miR-122 sensor: -2; GSIS activator: 5; FN deposit inh: -8

How did CCOC(=O)c1[nH]c(=O)c2ccccc2c1O do in these assays?
PGC1a acetyl inh: 12; Cneo AK release: -2; C2C12 statin: 4; PglD inh: 3; miR-122 sensor: 0; GSIS activator: 13; FN deposit inh: 0

How did CCS(=O)(=O)Nc1ccc2c(c1)C(=O)N(C)C[C@H](OC)[C@@H](C)CN(C(=O)COC)[C@H](C)CO2 do in these assays?
CFTR F508del cor: -1.0; PGC1a acetyl inh: 0; Cneo AK release: 15; C2C12 statin: 15; PglD inh: -2; GSIS activator: 16; FN deposit inh: -8

How did COC(CNC(=O)c1ccc2c(c1)ncn2-c1ccc(F)cc1F)OC do in these assays?
PGC1a acetyl inh: 1; Cneo AK release: 5; C2C12 statin: -3; PglD inh: -5; miR-122 sensor: -4; GSIS activator: -6; FN deposit inh: 1

What do the screens show for `Cc1nc(C)c(C(=O)Nc2cccc(F)c2)s1`?
CFTR F508del cor: -2.2; Cneo AK release: 0; C2C12 statin: 11; PglD inh: -2; miR-122 sensor: -1; GSIS activator: 19; FN deposit inh: 5

Results for CO[C@@H]1CN(C)C(=O)c2cc(NC(=O)C3CC3)ccc2OC[C@@H](C)N(C(=O)c2ccncc2)C[C@H]1C ?
CFTR F508del cor: -1.3; PGC1a acetyl inh: 1; Cneo AK release: 0; C2C12 statin: 1; PglD inh: 3; miR-122 sensor: -4[16.7 µM]; GSIS activator: -1; FN deposit inh: -2

How did CCc1nn(CC(=O)NC2CCN(Cc3ccccc3)CC2)c(=O)c2cc3cc(F)ccc3n12 do in these assays?
CFTR F508del cor: -1.7; PGC1a acetyl inh: 13; Cneo AK release: -1; C2C12 statin: 0; PglD inh: 4; miR-122 sensor: -2; GSIS activator: -4; FN deposit inh: 6

Results for Cc1cccc(C)c1NC(=O)CN(C)CC(=O)N(C)CC(=O)Nc1ccccc1Br ?
CFTR F508del cor: -0.6; PGC1a acetyl inh: 0; Cneo AK release: -1; C2C12 statin: 4; PglD inh: -3; miR-122 sensor: -10; GSIS activator: -2; FN deposit inh: 2

What do the screens show for `Cc1cc(C)cc(NC(=O)COC(=O)CCc2ccc(S(=O)(=O)N3CCOCC3)cc2)c1`?
CFTR F508del cor: -0.4; PGC1a acetyl inh: 6; GSIS activator: -15; FN deposit inh: -16

Results for CCCCN(Cc1ccco1)S(=O)(=O)c1csc(C(N)=O)c1 ?
CFTR F508del cor: 0.7; Cneo AK release: -2; C2C12 statin: -2; PglD inh: 1; miR-122 sensor: 17; GSIS activator: 23; FN deposit inh: -2

Results for CCCCSc1nnc([C@@H]2CCCN2C(=O)OC(C)(C)C)o1 ?
PGC1a acetyl inh: -2; Cneo AK release: 5; C2C12 statin: -24; PglD inh: -8; miR-122 sensor: -3; GSIS activator: 6

What do the screens show for `COc1ccc(-n2nc3c(c2NC(=O)C2CCCC2)CS(=O)(=O)C3)cc1`?
CFTR F508del cor: inconclusive; PGC1a acetyl inh: 6; Cneo AK release: 3; C2C12 statin: 3; PglD inh: -6; GSIS activator: 15; FN deposit inh: 1

Results for COc1ccc(C(CNC(=O)c2cccc(NS(=O)(=O)c3ccc(Br)cc3)c2)N(C)C)cc1 (stereo unspecified) ?
CFTR F508del cor: 2.5; Cneo AK release: 5; C2C12 statin: -16; PglD inh: 3; GSIS activator: -35; FN deposit inh: 1

Results for Cc1ccc(-c2csc(N3CCC(C(N)=O)CC3)n2)cc1 ?
CFTR F508del cor: 0.2; Cneo AK release: 0; C2C12 statin: 3; PglD inh: -1; GSIS activator: -1; FN deposit inh: 0

What do the screens show for `O=C(O)c1ccc(OCC2CCCO2)cc1` (stereo unspecified)?
CFTR F508del cor: -1.6; PGC1a acetyl inh: 11; Cneo AK release: -1; C2C12 statin: -2; PglD inh: 2; miR-122 sensor: 1; GSIS activator: 0; FN deposit inh: -4

What do the screens show for `CCc1ccc(N2CC(C(=O)Nc3ccc4c(c3)OCCO4)CC2=O)cc1` (stereo unspecified)?
CFTR F508del cor: -2.2; PGC1a acetyl inh: -18; Cneo AK release: -4; C2C12 statin: 10; PglD inh: -3; miR-122 sensor: -2; GSIS activator: 10; FN deposit inh: 1

Structures shown so far containing an aryl thioether with sulfur outside any ring:
What do the screens show for `COc1ccc(NC(=O)CSc2nnc(Cn3cnc([N+](=O)[O-])n3)n2C)cc1`?
Cneo AK release: 2; PglD inh: -4; GSIS activator: 0; FN deposit inh: -7

Results for CCCCSc1nnc([C@@H]2CCCN2C(=O)OC(C)(C)C)o1 ?
PGC1a acetyl inh: -2; Cneo AK release: 5; C2C12 statin: -24; PglD inh: -8; miR-122 sensor: -3; GSIS activator: 6

Next entries follow:
Results for COc1ccc(S(=O)(=O)N2CCCOC2CNC(=O)C(=O)NCCCN2CCOCC2)cc1 (stereo unspecified) ?
CFTR F508del cor: 1.9; Cneo AK release: 5; C2C12 statin: 1; PglD inh: 1; miR-122 sensor: -1; GSIS activator: 14; FN deposit inh: 3

How did Cn1c(SCC(=O)Nc2cccnc2)nnc1-c1ccccc1F do in these assays?
CFTR F508del cor: -1.6; PGC1a acetyl inh: 9; Cneo AK release: -1; C2C12 statin: 6; PglD inh: 2; miR-122 sensor: -3; GSIS activator: 6; FN deposit inh: 5

Results for C[C@@H]1CN([C@H](C)CO)C(=O)c2cc(NS(=O)(=O)c3ccccc3)ccc2O[C@@H]1CN(C)S(=O)(=O)c1ccccc1 ?
CFTR F508del cor: -2.3; PGC1a acetyl inh: -9; Cneo AK release: -3; C2C12 statin: 11; PglD inh: -1; miR-122 sensor: 23[16.7 µM]; GSIS activator: -13

Results for COc1ccc(CN2CCN(c3ccccn3)CC2)c(OC)c1C ?
CFTR F508del cor: 0.3&2.5; PGC1a acetyl inh: -8&-3; Cneo AK release: -2&0; C2C12 statin: -6&2; PglD inh: 5&0; miR-122 sensor: 4&2; GSIS activator: 18&34; FN deposit inh: 0&9

How did CCOC(=O)N1CCC(NS(=O)(=O)c2cc(Br)cnc2N)CC1 do in these assays?
PGC1a acetyl inh: 1; Cneo AK release: -3; C2C12 statin: 5; PglD inh: 2; miR-122 sensor: 31
